From PubChem BioAssay
APE1 inh = qHTS Assay for Inhibitors of the Human Apurinic/apyrimidinic Endonuclease 1 (APE1). DNA repair nuclease/redox regulator APEX1 (Homo sapiens), P27695. recombinant APE1, TAMRA/BHQ-2 abasic DNA cleavage fluorescence. Potency, µM (doses to about 65.8 µM), for the others: top-dose activity change, negative = inhibition, most hits filed as inhibitors. hit rate 0.35% among 350,000. AID 2517, 2012;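 also: plate controls were vehicle for no effect and reference inhibitor for full effect; nearly all actives have a fitted effect of over 55% in size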
Target sequence (P27695 whole entry, looked up): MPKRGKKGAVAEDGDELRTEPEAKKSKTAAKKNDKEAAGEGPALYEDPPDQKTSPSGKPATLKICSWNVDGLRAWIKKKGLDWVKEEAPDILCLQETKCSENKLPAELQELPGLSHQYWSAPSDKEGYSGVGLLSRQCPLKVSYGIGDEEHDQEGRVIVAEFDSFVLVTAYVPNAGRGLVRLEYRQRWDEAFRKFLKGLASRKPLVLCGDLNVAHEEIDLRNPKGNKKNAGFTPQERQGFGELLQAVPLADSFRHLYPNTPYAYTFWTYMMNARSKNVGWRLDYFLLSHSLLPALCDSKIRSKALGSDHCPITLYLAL
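Activity was derived from the fluorescence gain between first and third kinetic reads (60 s intervals, ex 525/em 598 nm) after 50 nM THF-abasic TAMRA/BHQ-2 duplex was added to 0.75 nM APE1 preincubated 15 min with compound.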
Apoferritin bind = qHTS Assay for Identification of Novel General Anesthetics. hit rate 0.074% among 350,000. apoferritin/1-aminoanthracene competitive binding, fluorescence. AID 485281, 2010. Potency, µM (series often up to 77.5 µM), without a hit: at the highest dose activity change, negative = displacement, usual class: inhibitors; also: % is scaled to controls: 0 for no effect and ±100 for the full control effect; nearly all actives have a fitted effect of over 20% in size
Target sequence (P02791 2-175 limits assumed): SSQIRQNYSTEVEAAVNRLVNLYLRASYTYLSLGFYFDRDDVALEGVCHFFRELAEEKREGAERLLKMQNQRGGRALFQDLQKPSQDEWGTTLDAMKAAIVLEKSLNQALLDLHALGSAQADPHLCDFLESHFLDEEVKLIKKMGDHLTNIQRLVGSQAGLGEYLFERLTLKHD
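Steps: apoferritin (10 uM) was premixed with half-saturated 1-AMA in PBS, compounds were pin-transferred, plates stood 10 min at room temperature, fluorescence was read at 380/535 nm, and curves were fitted with a Hill equation.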
Pol iota inh = qHTS for Inhibitors of Polymerase Iota | DNA polymerase iota (Homo sapiens), Q9UNA4 | Pol iota fluorescent replication assay, 10 min | Potency, µM (doses to about 115 µM), without a hit: at the top dose activity, negative = inhibition, hits mostly inhibitors | hit rate 1% among 390,000 | AID 588590, 2011
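Fluorescent replication assay read twice, at 0 min and 10 min after adding 50 nM (final) substrate. Enzyme (10 nM) and compounds were first incubated 15 min at room temperature; enzyme-free buffer wells were negative controls.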
POLH inh = qHTS for Inhibitors of Polymerase Eta. recombinant Pol eta, fluorescent DNA replication assay. Potency, µM (doses to about 114 µM), without a hit: at the top dose activity change, negative = inhibition, hits mostly inhibitors. hit rate 1.2% among 390,000; also: % is scaled to controls: 0 for no effect and ±100 for the full control effect
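Pol eta (10 nM) was preincubated with compounds for 15 min at room temperature, after which fluorescent replication substrate (50 nM final) was added to start the reaction. Fluorescence was read kinetically at 0 and 10 min.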
BLM helicase inh = qHTS Assay for Inhibitors of Bloom's syndrome helicase (BLM). RecQ-like DNA helicase BLM (Homo sapiens), P54132. recombinant BLM DNA unwinding, fluorescence dequenching. Potency, µM (highest dose often 56.1 µM), inactives show at the top dose activity change, negative = inhibition, most hits filed as inhibitors. hit rate 0.2% among 350,000;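 also: plate controls were vehicle for no effect and no enzyme for full effect; nearly all actives have a fitted effect of over 35% in size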
POLB inh = qHTS Assay for Inhibitors of DNA Polymerase Beta; P06746; Potency, µM (top dose mostly 114 µM), for inactives: top-dose activity change, negative = inhibition, actives largely listed as inhibitors; hit rate 1.3% among 340,000; Pol beta primer extension/strand displacement, fluorescence kinetic; also: % is scaled to controls: 0 for no effect and ±100 for the full control effect
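Reaction started by 50 nM substrate onto compound-treated Pol beta (10 nM, 15 min preincubation, room temperature); plates read at 0 min and 10 min. Normalized concentration-effect data fitted by four-parameter Hill equation.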
G9a block = qHTS Assay for Inhibitors of Histone Lysine Methyltransferase G9a | Histone-lysine N-methyltransferase EHMT2 (Homo sapiens), Q96KQ7 | G9a H3K9 monomethylation, AlphaScreen, 2 h | Potency, µM (doses to about 102 µM), for inactives: at the top dose activity, negative = inhibition, usual class: inhibitors | hit rate 8.8% among 350,000 | AID 504332, 2011; also: % is scaled to controls: 0 for no effect and ±100 for the full control effect; nearly all actives have a fitted effect of over 75% in size
Target sequence (Q96KQ7 913-1193 limits assumed): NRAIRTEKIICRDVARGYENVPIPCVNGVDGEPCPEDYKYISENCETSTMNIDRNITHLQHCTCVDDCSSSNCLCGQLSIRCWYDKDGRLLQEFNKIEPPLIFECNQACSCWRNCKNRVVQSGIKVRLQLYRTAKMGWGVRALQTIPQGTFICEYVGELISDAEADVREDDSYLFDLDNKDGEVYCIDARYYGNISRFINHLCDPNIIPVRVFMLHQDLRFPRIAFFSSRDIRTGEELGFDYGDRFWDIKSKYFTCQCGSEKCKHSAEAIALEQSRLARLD
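Step 1: enzyme (final 20 nM) with compound, 15 min RT. Step 2: substrate peptide 500 nM and SAM 20 uM, 2 h RT. Step 3: anti-H3K9me1 antibody and AlphaScreen beads, 10 min, then plate read.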
BAZ2B block = qHTS Assay for Inhibitors of BAZ2B; Bromodomain adjacent to zinc finger domain protein 2B (Homo sapiens), Q9UIF8; AlphaScreen BAZ2B-H3K14Ac peptide displacement; Potency, µM (highest dose often 114 µM), inactives show at the highest dose activity change, negative = inhibition, usual class: inhibitors; hit rate 4.4% among 360,000; AID 504333, 2011; also: % is scaled to controls: 0 for no effect and ±100 for the full control effect; nearly all actives have a fitted effect of over 60% in size
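AlphaScreen displacement of biotin-H3(5-23)K14Ac peptide (50 nM final) from BAZ2B (50 nM final) in PBS pH 7.4, 0.01% Tween-20; complex preformed 30 min RT, then compounds (top 110 uM) 30 min RT, beads 20 min dark.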
Pol kappa inh = qHTS for Inhibitors of Polymerase Kappa | Potency, µM (top dose mostly 107 µM), for the others: at the highest dose activity, negative = inhibition, hits mostly inhibitors | DNA polymerase kappa (Homo sapiens), Q9UBT6 | hit rate 0.53% among 400,000 | purified Pol kappa, fluorescent DNA synthesis assay, 10 min | AID 588579, 2011; also: % is scaled to controls: 0 for no effect and ±100 for the full control effect
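Kinetic fluorescence readout at 0 and 10 min followed reaction start with substrate at 50 nM final. Beforehand, enzyme (10 nM Pol kappa) stood 15 min with compound at room temperature; buffer-only wells were negative controls.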
The depositor's hits bear a star; ? = inconclusive; . = no result given; & = joins results of further samples; [ ] = dose if it differs, or a comment. Calls follow the shape of the dose curve; as a rule, active = well fitted curve in the direction sought with a large enough effect; inconclusive = small, poorly fitted or top-dose-only effect, or another doubt; inactive = no such curve, though single readings can be large; an effect the other way counts as inactive or inconclusive. Potency is read from the fitted curve at half-maximal effect.

SMILES | APE1 inh | Apoferritin bind | Pol iota inh | POLH inh | BLM helicase inh | POLB inh | G9a block | BAZ2B block | Pol kappa inh
O=c1[nH]c(CSc2nc3ccccc3o2)nc2c1cnn2-c1ccccc1 | -1% | -20% | 0% | -2% | -2% | 7% | -22% | 3% | -12%
COc1ccc(NC(=O)CN(C)Cc2c(F)cccc2Cl)cc1S(=O)(=O)N1CCCCC1 | -4% | 2% | 43%[activator] | -10% | -7% | -24% | -30% | -21% | -9%
CN(C)Cc1ccccc1-c1ccc2ncnc(NC3CCNCC3)c2c1 | 6% | -2% | . | . | 35%[activator] | . | . | . | 0%[60.1 µM]
O=C(CCl)N(c1ccccc1)C1CCS(=O)(=O)C1 (stereo unspecified) | -2% | -5% | 25% | -17% | -2% | 8% | -10% | -4% | -1%
O=C1CCN(Cc2ccccc2)S(=O)(=O)c2ccc(F)cc21 | 10% | . | -4%&31% | -18% | . | . | 18%[2.33 µM] | -3% | 7%&14%
CSc1cccc(NC(=O)CCCOc2ccccc2)c1 | 2% | ? | 14% | -21% | -8% | -22% | 29%[59 µM] | -4% | -3%
CC[C@@H](C)[C@H](NC(=O)C1CCN(C(=O)[C@@H](NS(=O)(=O)c2ccc(C)cc2)C(C)C)CC1)C(=O)O | -1% | -12% | 4% | 5% | 2% | 13% | . | 1% | -9%
C=CCOc1ccc(C2C(C#N)=C(N)N(Nc3ccccc3)C3=C2C(=O)CCC3)cc1OC (stereo unspecified) | -2% | -5% | 0% | -16% | -3% | 3% | -12% | -10% | -18%
COc1ccc(NC(=O)c2ccc(NC(=O)C3CC3)cc2)cc1 | 15% | -1% | -16% | -8% | -6% | 22% | 89%[activator] | 2% | 5%
CSCCC(NC(=O)c1ccccc1Br)C(=O)N1CCN(C(C)=O)CC1 (stereo unspecified) | -2% | . | 26% | -14% | . | . | 7%[12.7 µM] | 4% | 1%
COc1ccc(Br)c(OC)c1C(=O)NC(=O)Nc1nc(C)cc(C)n1 | -1% | -14% | 24% | -21% | -1% | 17% | -2% | 0% | -22%
O=C(COC(=O)c1cc(S(=O)(=O)N2CCCCC2)ccc1Cl)NC1CCS(=O)(=O)C1 (stereo unspecified) | -5% | . | -2% | -22% | . | . | . | . | -4%
Cn1c(=O)c2cc(S(=O)(=O)NCCC(=O)NC3CCCCCCC3)ccc2n(C)c1=O | 2% | ? | -15%[58.9 µM] | -4% | -1% | 15% | . | -2% | -9%
Cn1c(=O)c(-c2cccc(Cl)c2)nc2cncnc21 | 17% | . | . | . | 1% | . | 8%[12.7 µM] | . | 0%[60.1 µM]
CN1C(=O)c2ccc(N3CCCC3)cc2C1=O | -3% | -8% | 2%[58.9 µM] | -5% | 1% | 25% | 53%[activator] | 53%[activator] | -3%
Cc1ccc(S(=O)(=O)NC(=S)NC2CCCCC2)cc1 | -5% | -7% | 42%[activator] | -22% | -1% | -2% | ? | -21% | -11%
CCN(CC)S(=O)(=O)c1ccc(OC)c(NS(=O)(=O)c2ccc(F)cc2)c1 | -6% | -15% | ? | -12% | 0% | 2% | -2%[59 µM] | -33% | 2%
Cc1ccc(N(Cc2ccc(C(=O)NC3CCCCC3)cc2)S(C)(=O)=O)cc1C | -1% | -7% | 22% | 2% | -5% | -1% | -28%[59 µM] | -3% | 0%
CCOC(=O)C(c1ccccc1)C(Nc1ccc(F)cc1)c1ccccn1 (stereo unspecified) | -5% | -3% | ? | -17% | -10% | 30% | 7% | -24% | -13%
COc1ccccc1NS(=O)(=O)c1cc(NC(=O)c2ccc(=O)[nH]c2)ccc1N1CCOCC1 | -1% | -9% | -1% | -14% | 0% | 0% | -7%[59 µM] | -8% | -10%
Cn1c(=O)oc2cc(S(=O)(=O)NCCC(=O)N3CCN(c4ccccc4F)CC3)ccc21 | -10% | -4% | -13% | ? | -3% | 63% | 6% | -26% | -8%
C=CCc1cc(OC)ccc1OCCOCCN1CCc2ccccc2C1 | -5% | -10% | 56%[activator] | -19% | -3% | 3% | 11µM* | 56µM* | -15%
O=C(Cn1c(=O)n(-c2ccccc2)c(=O)c2sccc21)N1CCCC1 | -5% | -9% | ? | -15% | 3% | 18% | -25% | -29% | -7%
CCOc1ccc(C(=O)NCC(c2ccco2)S(=O)(=O)c2cccs2)cc1 (stereo unspecified) | . | 2% | 6% | -17% | -5% | 23% | -3%[59 µM] | -8% | -8%[60.1 µM]
CCC1(C)CC(CCNS(=O)(=O)c2ccc(C)cc2)(c2ccc(C)cc2)CCO1 (stereo unspecified) | -6% | ? | -2% | -10% | -14% | 13% | 10%[59 µM] | -7% | -13%
Later entries:
SMILES | APE1 inh | Apoferritin bind | Pol iota inh | POLH inh | BLM helicase inh | POLB inh | G9a block | BAZ2B block | Pol kappa inh
COc1ccc(CNC(=O)c2ccc(NC(=O)N3CCCCc4ccccc43)cc2)cc1 | . | -4% | -58% | -6% | -5% | 24% | 8%[59 µM] | 0% | -10%[60.1 µM]
CCOc1ccc(NC(=O)CSc2nc3c(oc4ccccc43)c(=O)n2-c2cc(C)cc(C)c2)cc1 | . | 3% | 11% | -6% | -4% | 50%[activator] | -3%[59 µM] | -1% | 13%
CCN(C(=O)c1ccco1)c1nnc(-c2cccnc2)s1 | 23% | -6% | -4% | -10% | 3% | -1% | ? | 4% | -2%
Fc1ccc2c(c1)C(c1ccncc1)=NNC(c1ccc(Br)cc1)=N2 | -2% | 2% | 0% | -20% | -4% | -21% | 8%[59 µM] | -17% | -18%
O=C(O)CCCn1c(=O)c2cccn2c2ccc(F)cc21 | 19% | -5% | -5% | 7% | -1% | 28% | 24% | -1% | -3%
CSCCC(NC(=O)c1ccccc1)C(=O)N/N=C(\C)c1ccccc1 (stereo unspecified) | -4% | 1% | 17% | -3% | -6% | 4% | 13%[59 µM] | -9% | 2%
CCOC(=O)/C(C#N)=C/Nc1ccccc1NS(=O)(=O)c1ccc(C)c(C)c1 | -5% | 2% | 58%[activator] | -6% | -9% | 8% | -32% | 1% | -1%
O=C(NCc1cccs1)c1ccc(CSc2nc3cccnc3n2Cc2ccc(F)cc2)cc1 | . | -13% | 25% | -20% | -7% | -15% | -7%[59 µM] | -1% | -18%
COc1ccc(-n2c(=O)c3c4c(sc3n(Cc3ccc(F)cc3)c2=O)CCCC4)c(OC)c1 | . | -6% | 20% | -16% | -9% | 20% | ? | -26% | 2%
Cc1ccc2c(c1)c1ccc3c(c1n2C)C(=O)C=CC3=O | -7% | -8% | ? | -17% | -8% | 1% | 1.6µM* | 10µM* | -19%
CCOc1ccc2oc(C(=O)N(C)CC(=O)Nc3ccc(OCC)c(OCC)c3)c(C)c2c1 | 18% | . | -6% | -19% | . | . | 56µM* | -34% | -9%
COc1ccc(CCNC(=O)c2cc3cccc(OC)c3oc2=O)cc1OC | 1% | 6% | 25% | -19% | -1% | -3% | 2% | -4% | -5%
O=C(Nc1ccccc1)c1sc2cc(C(F)(F)F)cnc2c1-c1cccs1 | -6% | -2% | ? | -16% | -5% | -6% | ? | 3% | -10%
NC(=O)c1ccc(NC(=O)c2cccc3c2OCCCO3)cc1 | -1% | -6% | 31%[activator] | -16% | -1% | -18% | 15% | -2% | 6%
O=C(C1CCN(S(=O)(=O)c2cc(Cl)ccc2Cl)CC1)N1CCCC1 | 62%[activator] | 3% | 22% | -13% | -4% | -9% | -5% | -14% | 8%

A portion taken from the entries so far:
SMILES | APE1 inh | Apoferritin bind | Pol iota inh | POLH inh | BLM helicase inh | POLB inh | G9a block | BAZ2B block | Pol kappa inh
CSCCC(NC(=O)c1ccccc1)C(=O)N/N=C(\C)c1ccccc1 (stereo unspecified) | -4% | 1% | 17% | -3% | -6% | 4% | 13%[59 µM] | -9% | 2%
CCOC(=O)/C(C#N)=C/Nc1ccccc1NS(=O)(=O)c1ccc(C)c(C)c1 | -5% | 2% | 58%[activator] | -6% | -9% | 8% | -32% | 1% | -1%
O=C(NCc1cccs1)c1ccc(CSc2nc3cccnc3n2Cc2ccc(F)cc2)cc1 | . | -13% | 25% | -20% | -7% | -15% | -7%[59 µM] | -1% | -18%
COc1ccc(-n2c(=O)c3c4c(sc3n(Cc3ccc(F)cc3)c2=O)CCCC4)c(OC)c1 | . | -6% | 20% | -16% | -9% | 20% | ? | -26% | 2%
Cc1ccc2c(c1)c1ccc3c(c1n2C)C(=O)C=CC3=O | -7% | -8% | ? | -17% | -8% | 1% | 1.6µM* | 10µM* | -19%
CCOc1ccc2oc(C(=O)N(C)CC(=O)Nc3ccc(OCC)c(OCC)c3)c(C)c2c1 | 18% | . | -6% | -19% | . | . | 56µM* | -34% | -9%
COc1ccc(CCNC(=O)c2cc3cccc(OC)c3oc2=O)cc1OC | 1% | 6% | 25% | -19% | -1% | -3% | 2% | -4% | -5%
O=C(Nc1ccccc1)c1sc2cc(C(F)(F)F)cnc2c1-c1cccs1 | -6% | -2% | ? | -16% | -5% | -6% | ? | 3% | -10%
NC(=O)c1ccc(NC(=O)c2cccc3c2OCCCO3)cc1 | -1% | -6% | 31%[activator] | -16% | -1% | -18% | 15% | -2% | 6%
O=C(C1CCN(S(=O)(=O)c2cc(Cl)ccc2Cl)CC1)N1CCCC1 | 62%[activator] | 3% | 22% | -13% | -4% | -9% | -5% | -14% | 8%

Only part of the results is shown; count on the stated rates, not on these rows.
